HSF1 inhib: HSF1 inhibition | NIH3T3-HGL HSE-luciferase, MG132-induced, luminescence 8 h; stronger effect = lower value | activity change, negative = inhibition, % at 7.5 µM (by protocol) | 300,000 tested, 0.77% active | AID 2098;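 active = more than half of replicate wells show activity change below -50%, luminescence cut by over half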;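 also: luciferase reports HSF-1 transcriptional activity via heat shock element; 0% = median of DMSO wells and -100% = zero luminescence signal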
HSP90 refold inh: inhibitors of HSP90 luciferase refolding in rabbit reticulocyte lysate; luciferase refolding luminescence, 3 h; inhibition, % at 5.6 µM; 290,000 tested, 0.91% active;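 active = inhibition above the screen-wide mean plus 3 SD, computed separately per campaign, cut at about 16% in these data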;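 also: 0% = DMSO wells and 100% = 60 µM geldanamycin wells; inhibitors lower the luminescence because luciferase stays unfolded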
HSF1 activator: increases HSF-1 driven luciferase reporter signal; NIH3T3-HGL HSF-1 luciferase reporter, MG132, 8 h; 100% = twice DMSO control signal; activation, % at 9 µM; 300,000 tested, 1.7% active; AID 504408;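 active = mean replicate activation of at least 50% with a set share of replicates each reaching 50%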;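 also: 0% = median of the neutral control wells and 100% = twice that signal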
aSyn 5UTR inh: 5' untranslated region of α-synuclein, MLPCN primary screen | alpha-synuclein 5'UTR reporter, inhibitor activity | 300,000 tested, 0.82% active | inhibition, % (tested at 7.5 µM); in the data active = inhibition above about 60%;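 also: H4 neuroglioblastoma cells stably carrying SNCA 5'UTR luciferase fusion; 0% = DMSO wells and 100% = positive control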
GSK3B inh: inhibitors of human GSK3beta kinase; P49841; GST-GSK3beta kinase, ADP-Glo luminescence, 60 min; stronger effect = lower value; activity score (negative = inhibition), % at 10 µM; 300,000 tested, 0.038% active;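 active = more than half of replicate wells score below -50%, meaning over 50% inhibition versus plate controls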;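 also: 0% = median DMSO wells and -100% = median GW8510 positive control wells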
Target sequence (P49841 whole entry, looked up): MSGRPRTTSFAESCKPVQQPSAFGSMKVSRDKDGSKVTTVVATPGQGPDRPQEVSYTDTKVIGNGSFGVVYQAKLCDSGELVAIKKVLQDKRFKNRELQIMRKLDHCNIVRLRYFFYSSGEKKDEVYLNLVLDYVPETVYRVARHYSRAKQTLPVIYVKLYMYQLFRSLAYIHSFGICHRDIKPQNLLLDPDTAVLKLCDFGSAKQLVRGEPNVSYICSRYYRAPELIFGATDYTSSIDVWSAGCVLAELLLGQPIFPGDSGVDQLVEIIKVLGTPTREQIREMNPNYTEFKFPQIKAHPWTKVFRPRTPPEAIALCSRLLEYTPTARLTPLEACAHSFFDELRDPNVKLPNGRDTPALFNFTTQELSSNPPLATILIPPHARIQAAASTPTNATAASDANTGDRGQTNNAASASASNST
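Test system: GST-fused GSK3beta enzyme, cell-free | Quantity: 1.6 ng GST-GSK3beta enzyme per well | Reagent: 25 µM ATP with peptide substrate | Schedule: 60 min enzyme reaction, room temperature | Signal: Luminescent ADP-Glo measurement of ADP formed | Read-out basis: Score relative to plate controls | Control set: DMSO and 20 µM GW8510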
KLF5 inhibitor: kruppel-like factor 5 inhibition | 290,000 tested, 0.23% active | inhibition, % at 5 µM | DLD-1 KLF5 promoter-luciferase reporter, luminescence;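 active = inhibition above a per-plate limit of that plate's mean compound inhibition plus 3 SD, cut at about 60% in these data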;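 also: 0% = DMSO wells and 100% = LY294002 at 200 µM; higher means less KLF5 promoter-driven luciferase light; inactives centre near -14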
IEC-6 tox: kills IEC-6 intestinal cells in KLF5 counter-screen. IEC-6 cytotoxicity, luminescence viability. inhibition, % at 5 µM. 290,000 tested, 0.78% active. AID 1825; in the data active = inhibition above about 22%;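 also: 0% = plate median of test compound wells and 100% = cytotoxic reference compound wells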
HIF act: HIF pathway transcriptional activation. activation, % at 7.5 µM (by protocol). 300,000 tested, 0.32% active. U2OS HRE-luciferase reporter, luminescence; normalized: DMSO 0%, desferrioxamine 100%;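 active = mean activation of at least 10% of the iron chelator positive control signal, with at least half of replicates also reaching 10%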
GSK3A inh: blocks human GSK-3 alpha kinase | inhibition, % at 10 µM | P49840 | 320,000 tested, 0.1% active | ADP-Glo luminescence, 60 min;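 in the data active = inhibition above about 50%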;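 also: GST-tagged GSK-3 alpha with peptide substrate and 25 µM ATP; 0% = DMSO neutral wells and 100% = GW8510 positive control wells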
Target sequence (P49840 whole entry, looked up): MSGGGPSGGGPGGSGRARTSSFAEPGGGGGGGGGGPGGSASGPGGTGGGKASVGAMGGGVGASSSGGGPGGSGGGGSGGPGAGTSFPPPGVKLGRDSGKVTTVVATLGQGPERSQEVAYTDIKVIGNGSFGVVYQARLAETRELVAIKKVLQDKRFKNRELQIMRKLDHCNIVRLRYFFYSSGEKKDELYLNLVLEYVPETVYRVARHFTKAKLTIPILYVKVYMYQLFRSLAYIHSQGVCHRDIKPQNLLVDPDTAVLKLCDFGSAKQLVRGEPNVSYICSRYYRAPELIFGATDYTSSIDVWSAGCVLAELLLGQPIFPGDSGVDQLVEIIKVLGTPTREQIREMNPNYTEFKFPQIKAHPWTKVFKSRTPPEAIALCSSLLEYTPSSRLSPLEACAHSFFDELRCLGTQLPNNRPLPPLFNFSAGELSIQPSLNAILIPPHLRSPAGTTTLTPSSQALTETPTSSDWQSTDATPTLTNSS
AI-2 QS mod: modulators of Vibrio harveyi AI-2 quorum sensing system | AID 2094 | activity change, % at 7.5 µM | Vibrio harveyi JMH597 AI-2 luminescence/OD600 ratio, 9 h; stronger effect = lower value; strain lacks LuxN and CqsS sensors; 0 = neutral-control median | 300,000 tested, 0.4% active; in the data active = activity change below about -75%, passing the limit was not always enough;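 also: luminescence divided by OD600 gain over 9 h not by final OD600 alone; inactives centre near 13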
Numbers without * were called inactive; · = no result given.

SMILES | HSF1 inhib | HSP90 refold inh | HSF1 activator | aSyn 5UTR inh | GSK3B inh | KLF5 inhibitor | IEC-6 tox | HIF act | GSK3A inh | AI-2 QS mod
CN1CCN(CCCNC(=O)Cn2nc(-c3ccccc3)ccc2=O)CC1 | -1 | 5 | 6 | -7 | -1 | -19 | -4 | -0.1 | -2 | 2
CC(=O)c1c(OC(=O)c2ccccc2)c2ccccc2n1C | 6 | 0 | 11 | 3 | -1 | 0 | 0 | -0.2 | -1 | 7
CCOc1ccc(S(=O)(=O)NCC(c2ccc3c(c2)OCO3)N2CCN(C)CC2)cc1 (centres undefined) | -2 | · | 7 | -8 | -5 | · | · | 0.4 | 1 | 10
O=C(NCc1ccccc1Cl)C1CCN(S(=O)(=O)N2CCOCC2)CC1 | 10 | -3 | 27 | -21 | -3 | -6 | -11 | 1.3 | 0 | 34
COc1ccc(CCNCC2C(Oc3ccc(Cl)cc3)C(=O)N2c2ccccc2C)cc1OC (centres undefined) | 7 | 2 | 18 | 29 | -2 | -20 | 2 | -0.4 | -2 | 16
Cc1ccccc1NC(=O)Cc1nc(CSc2nnc(C3CCCCC3)n2N)cs1 | 0 | -1 | -14 | 27 | -2 | -27 | -8 | 0.1 | -4 | 48
CCc1cccc(C)c1NC(=O)CSc1nnc(-c2cc3cc(Br)ccc3o2)n1CC | 7 | -5 | 17 | -9 | 0 | -18 | 3 | 0.2 | · | 35
Cc1ccc(OCC(=O)O/N=C(\N)c2ccccn2)cc1C | 62 | 2 | 108* | -99 | 4 | -164 | 0 | 2.8 | -8 | -71
COc1ccc(/C=C(\NC(=O)c2ccccc2)C(=O)NCCC(=O)O)cc1 | · | 1 | · | · | 2 | 0 | 0 | · | 0 | 15
CCCCn1nc(NS(=O)(=O)c2cccc3nonc23)c2cc3cccc(C)c3nc21 | 5 | -3 | 7 | 5 | 5 | -12 | 7 | 0.1 | -7 | 12
CCc1nn(C(C)C(=O)N2CCN(c3ccc(OC)cc3)CC2)c(=O)c2cc3occc3n12 (centres undefined) | -1 | -3 | 4 | 48 | -2 | 32 | 44* | 1.6 | 0 | 14
Cc1cc(C(=O)N2C(C)CCCC2C)no1 (centres undefined) | -1 | 3 | -14 | -3 | -1 | 4 | 4 | -0.4 | -2 | 19

Entries listed above that bear a hit mark in HSF1 activator:
SMILES	HSF1 inhib	HSP90 refold inh	HSF1 activator	aSyn 5UTR inh	GSK3B inh	KLF5 inhibitor	GSK3A inh	AI-2 QS mod
Cc1ccc(OCC(=O)O/N=C(\N)c2ccccn2)cc1C	62	2	108*	-99	4	-164	-8	-71

(next part)
SMILES | HSF1 inhib | HSP90 refold inh | HSF1 activator | aSyn 5UTR inh | GSK3B inh | KLF5 inhibitor | IEC-6 tox | HIF act | GSK3A inh | AI-2 QS mod
CCOc1cc(CNCCCN2CCOCC2)ccc1OCC(=O)Nc1cccc2ccccc12 | -4 | -1 | -13 | -55 | -2 | 4 | 11 | -0.6 | 2 | 17
CCOc1ccc(C(C)=O)cc1COc1ccc(-n2cnnn2)cc1 | · | -1 | · | · | · | -24 | 2 | · | -4 | ·
CCC(=O)Nc1cc(OC)cc(OC)c1 | -4 | 3 | -3 | 17 | 5 | 21 | 9 | -0.5 | -2 | 9
O=C(Oc1cccc(F)c1)c1ccc2c(=O)n3c(nc2c1)CCC3 | 2 | · | 0 | 2 | 4 | · | · | 0.3 | -1 | -5
COc1ccc(NC(=S)N2CCCC2c2ccc(OC)c(OC)c2)cc1 (centres undefined) | -1 | 1 | 13 | 18 | 2 | -16 | 1 | 0.0 | -1 | -3
CCc1nnc(NC(=O)CN2C(=O)c3ccccc3S2(=O)=O)s1 | -10 | -2 | 6 | 23 | 0 | -23 | -2 | 0.1 | -4 | -3
Cc1cc(C)c2nc(C)cc(Nc3ccc(C(=O)NCCO)cc3)c2c1 | 0 | 1 | 20 | 7 | 2 | -12 | -1 | 0.7 | 0 | -5
O=C1CCCC(=O)N1c1ccc(NCCOCCO)c([N+](=O)[O-])c1 | -1 | 1 | 2 | 13 | -4 | -24 | 3 | 0.1 | 0 | 1
Cc1nc(NC(=O)CSc2nncs2)c(Cl)cc1Cl | 5 | 1 | 29 | 1 | 0 | 4 | -2 | -0.2 | -2 | 6
CCCCC1=NN(C(=O)c2cocc2C)C(O)(C(F)(F)F)C1 (centres undefined) | -2 | 2 | 18 | 15 | 0 | -27 | 0 | -0.2 | -3 | 16
O=C(c1ccc(Cn2cc(Cl)cn2)cc1)N1CCN(c2ccccc2)CC1 | -3 | 0 | -3 | 9 | 2 | 4 | -6 | -0.5 | -4 | 15
Cc1ncsc1CCC(=O)N1CCCC(C(=O)c2ccc3c(c2)OCO3)C1 (centres undefined) | 0 | 0 | 9 | 5 | -1 | -2 | -4 | 0.9 | 2 | 17
C#CCSc1nncn1C(=O)/C=C/c1ccccc1 | 6 | 0 | 30 | 2 | 1 | -9 | -2 | -0.6 | -5 | 5
CCC(C)NC(=O)C1c2ccccc2C(=O)N1Cc1ccc(OC)cc1OC (centres undefined) | -8 | 1 | -5 | -1 | -4 | -18 | 1 | -0.7 | -1 | 18
CC(Oc1ccccc1F)C(=O)Nc1ccc2ccccc2c1 (centres undefined) | 6 | -3 | 4 | 2 | -2 | -3 | 3 | 1.5 | -3 | 51
COc1ccccc1N1CCN(C(=O)CCC(=O)N2CCN(c3ccccc3OC)CC2)CC1 | 1 | 9 | 17 | -2 | -2 | -8 | 2 | -40 | 0 | 23
Cc1cc[n+](-c2[nH]c(=O)sc2/C=N/N=C(\[O-])c2ccccc2)cc1C | -5 | 18* | -14 | -44 | -3 | -7 | 4 | -0.6 | · | 4
COc1ccc(NS(=O)(=O)c2ccc(N3CCOCC3)c(NC(=O)C(C)C)c2)cc1 | -4 | 6 | -2 | -18 | 0 | 8 | 11 | -0.7 | -1 | 9
O=C(O)Cc1c(-c2ccccc2)c2cc(Cl)ccc2[nH]c1=O | 7 | -2 | 7 | -1 | 3 | -26 | -3 | 0.0 | -4 | 27
O=C1OCCC1Sc1nc2ccccc2s1 (centres undefined) | -6 | 3 | -14 | 8 | 2 | -29 | 1 | -0.1 | 0 | 16
Cc1nc2cc(NC(=O)CSc3nc4c(C)cccc4cc3C#N)ccc2s1 | -8 | 0 | -7 | -23 | -2 | -9 | 6 | -0.6 | 2 | 5
O=C(O)c1cccc(NS(=O)(=O)c2cccc(C(=O)Nc3ccccc3[N+](=O)[O-])c2)c1 | -3 | -3 | 8 | -4 | 6 | -15 | -3 | 1.0 | 1 | -22
Cc1ccc(S(=O)(=O)Nc2ccc3c(c2)nc(CCN2CCN(c4ccccn4)CC2)n3C)cc1 | 9 | -5 | -6 | 14 | 0 | -4 | 4 | 0.2 | -4 | 23
Cc1noc(C(=O)Nc2sc3c(c2C#N)CCC3)c1Cl | -4 | 1 | -2 | -67 | -3 | -22 | 6 | 14* | -1 | 18
FC(F)(F)c1cc(-c2ccc3c(c2)OCO3)nc(NCc2ccco2)n1 | 0 | -2 | -1 | -25 | 1 | -25 | -1 | -0.2 | 1 | 28
COCCCn1c(=O)/c(=C\c2ccccc2OC(F)F)s/c1=C(/C#N)C(=O)NC(C)C | 8 | -6 | 9 | 0 | 2 | -22 | 5 | 0.6 | -1 | 11
CC(=O)Oc1ccc(N2C(=O)CC(N3CCOCC3)C2=O)cc1 (centres undefined) | -1 | 3 | 11 | 33 | -2 | -6 | 7 | -0.1 | -3 | 10
COC(=O)c1ccc(NC(=O)C(=O)N2CCN(C(=S)Nc3ccc(C)cc3)CC2)cc1 | -4 | 4 | -2 | -7 | 1 | 2 | 0 | 0.1 | -2 | 31
CCC(Sc1nc(-c2cccc(OC)c2)c(C#N)c(=O)[nH]1)C(=O)Nc1nnc(C(C)C)s1 (centres undefined) | -6 | -5 | 1 | 13 | 6 | -6 | -2 | -1.4 | -5 | 1
O=C1CC(c2ccsc2)Sc2ccccc2N1 (centres undefined) | 1 | -2 | 0 | 7 | 5 | -4 | 3 | -0.3 | -1 | 16
Cc1cc(C)c(C)c(S(=O)(=O)NCc2ccc(C(=O)N3CCN(C)CC3)cc2)c1C | 4 | 1 | -12 | 3 | 0 | 1 | 2 | -0.4 | -1 | -1
Cc1c(Cl)cccc1NC(=O)c1cccnc1 | -1 | 2 | 6 | -12 | -1 | -24 | 0 | 1.8 | 0 | 1
COc1ccc(NC(=O)CN(Cc2ccccc2)S(C)(=O)=O)cc1 | 3 | 5 | 7 | 21 | -2 | -46 | -3 | -0.2 | -5 | 9
COc1cccc(CC2(CO)CCN(C(=O)NC3CCCCC3)CC2)c1 | -7 | 1 | 4 | 16 | 0 | -5 | 3 | -0.3 | -1 | 24
CCCc1cc(=O)oc2c(C)c(OCC(=O)N3CCC(C(N)=O)CC3)ccc12 | 0 | -1 | 6 | -4 | 1 | -9 | 5 | -0.2 | -2 | 7
Cn1cc(C[C@H](NC(=O)OC(C)(C)C)C(=O)N[C@@H](CO)Cc2ccccc2)c2ccccc21 | 8 | · | -2 | -6 | 2 | · | · | -0.3 | -7 | 22
C=CCc1ccc(OCc2ccc(C(=O)OC)o2)c(OC)c1 | 39 | 25* | 59* | -121 | 0 | -78 | -4 | 2.6 | -2 | 2
CCOC(=O)N1CCN(C(=O)CSc2ccc(-c3ccccc3OC)nn2)CC1 | -7 | 0 | -24 | -17 | 1 | 7 | -5 | -0.7 | -5 | 31
O=C(NCC(=O)N1CCC2(CC1)NCCc1[nH]cnc12)c1cccc(Cl)c1 | 8 | -4 | 38 | -9 | 2 | -45 | 1 | 0.0 | -3 | 26
COC(=O)c1cn[nH]c1NC(=S)Nc1ccc(C)cc1Cl | -23 | 36* | -32 | -127 | 0 | -159 | 7 | 1.6 | -1 | -4
O=[N+]([O-])c1cccc(NC(=S)N2CCN(S(=O)(=O)c3ccccc3)CC2)c1 | 0 | -2 | -7 | -6 | 0 | -15 | -3 | -0.4 | -2 | 19
CCCC(c1nnnn1Cc1ccc(OC)cc1)N1CCN(C(=O)c2ccco2)CC1 (centres undefined) | 1 | -1 | -7 | 2 | 2 | 5 | -4 | 4.0 | 1 | 18
Cc1ccc(NC(=O)CSc2nc3c(c(=O)[nH]2)CCC3)c(C)c1 | 4 | 3 | 6 | 0 | -6 | -4 | 10 | 0.4 | -1 | 15
CCCCS(=O)(=O)N1CCCC(C(=O)NCCc2ccccc2)C1 (centres undefined) | 1 | 1 | 6 | -6 | 1 | -28 | -6 | -8.9 | 3 | 17
O=C(CSc1ccc(Cl)cc1)Nc1ccc(N2CCN(C(=O)c3ccc(Cl)cc3)CC2)cc1 | 18 | -5 | 14 | 12 | 0 | 9 | -6 | -1.0 | -4 | 5
O=S(=O)(NC1=NCCCCC1)c1ccc(Cl)cc1 | -10 | -1 | -8 | -4 | 2 | -1 | 0 | -0.2 | -4 | 15
Cc1ccc(OCCNC(=O)CNC(=O)c2ccc(C)c(C)c2)cc1 | 2 | · | 16 | 1 | -2 | · | · | 0.0 | -2 | 14

High-throughput results deposited in PubChem BioAssay by several laboratories.

An unsorted share of the library, and some 4.7% of all compounds hit somewhere here.
